# High-throughput results from PubChem.
# RAM inhibit = yeast RAM network inhibition | 190,000 tested, 1.8% active | AID 868 | inhibition, % at 50 µM | S. cerevisiae dse1pr::URA3 reporter, 5-FOA growth OD615, 2 d; analog-sensitive cbk1-as2 kinase mutant strain;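 active = inhibition above a set limit, 3 SD over mean compound inhibition, cut at about 8.4% in these data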;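 also: 0% = DMSO-only wells with no growth and 100% = 10 µM 1-NA-PP1 full growth; inhibition rescues growth on 5-FOA so higher OD means more RAM inhibition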
# L major viab = inhibitors of Leishmania major promastigote growth. 200,000 tested, 9% active. AID 1063. Leishmania major promastigotes, resazurin fluorescence viability. inhibition, % at 10 µM; in the data active = inhibition above about 50%;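 also: promastigotes grown with compound for 44 hours at 28 °C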
# S1P3 antag = blocks the human S1P3 receptor | CHO S1P3 NFAT-BLA reporter, FRET fluorescence, antagonist mode | inhibition, % at 4.98 µM | 170,000 tested, 0.27% active;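 active = inhibition above the plate cutoff, the mean inhibition of test wells on that plate plus 3 SD, cut at about 28% in these data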;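 also: cells challenged with S1P at its EC80 of 0.8 µM; blue over green emission ratio from cleaved BLA substrate after 4 h stimulation; 0% = S1P-stimulated wells and 100% = unstimulated DMSO-only wells; some compounds past the cut are filed as inactive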
# Target sequence (Q99500 whole entry, looked up): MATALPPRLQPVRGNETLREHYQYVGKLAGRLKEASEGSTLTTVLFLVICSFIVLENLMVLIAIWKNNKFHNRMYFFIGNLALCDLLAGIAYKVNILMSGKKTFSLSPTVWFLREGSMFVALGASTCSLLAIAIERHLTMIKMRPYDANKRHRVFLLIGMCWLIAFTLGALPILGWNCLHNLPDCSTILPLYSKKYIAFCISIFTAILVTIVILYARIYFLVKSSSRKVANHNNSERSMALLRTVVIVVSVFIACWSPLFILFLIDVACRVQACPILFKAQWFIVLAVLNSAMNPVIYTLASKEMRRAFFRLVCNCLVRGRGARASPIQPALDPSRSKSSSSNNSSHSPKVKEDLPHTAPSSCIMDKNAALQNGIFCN
# ROMK mod = modulates human ROMK potassium channel activity; 130,000 tested, 2% active; B-score at 10 µM; AID 1918; P48048; Tet-inducible ROMK, thallium flux fluorescence; actives lie on both sides;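 active = signal ratio slope over the read window, or its plate-corrected B-score, at least 3 SD from the plate mean, either direction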;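 also: B-score of the F/F0 ratio slope over 7 to 12 s after thallium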
# Target sequence (P48048 whole entry, looked up): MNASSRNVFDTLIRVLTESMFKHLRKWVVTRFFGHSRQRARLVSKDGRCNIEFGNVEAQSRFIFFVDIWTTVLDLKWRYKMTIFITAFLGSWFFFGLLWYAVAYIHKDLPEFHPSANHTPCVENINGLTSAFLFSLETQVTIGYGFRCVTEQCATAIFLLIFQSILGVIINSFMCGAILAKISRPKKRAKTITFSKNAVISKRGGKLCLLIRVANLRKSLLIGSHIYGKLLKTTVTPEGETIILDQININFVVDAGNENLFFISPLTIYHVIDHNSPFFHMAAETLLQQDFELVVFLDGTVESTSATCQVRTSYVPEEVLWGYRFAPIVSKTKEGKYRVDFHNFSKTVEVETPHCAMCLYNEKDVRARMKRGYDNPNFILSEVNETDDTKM
# Efa HMGR inh = blocks class II HMG-CoA reductase of Enterococcus faecalis | AID 1066 | 190,000 tested, 0.41% active | inhibition, % at 10 µM | purified E. faecalis HMGR, NADPH absorbance 340 nm kinetic;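 active = inhibition above a set limit, the median over all tested compounds plus 3 SD, cut at about 9.5% in these data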;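 also: enzyme runs in reverse so mevalonate oxidation gives rising NADPH absorbance; 0% = complete reaction with DMSO and 100% = background rate lacking mevalonate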
# bIAP inh = blocks bovine intestinal alkaline phosphatase activity; purified bovine IAP, CDP-star luminescence, 30 min; inhibition, % at 20 µM; 190,000 tested, under 10 active;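 active = over 50% inhibition of intestinal alkaline phosphatase at 20 µM in the single-dose screen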
#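 Incubation: 30 min reaction at room temperature / Material: purified bovine intestinal alkaline phosphatase (IAP) enzyme / Input: enzyme at 1/65,000,000 dilution / Dosing: 20 µM single dose / Signal: CDP-star luminescence signal / Reagent: CDP-star chemiluminescent phosphatase substrate, 30 µM final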
# PPARg SRC-3 ag = promotes SRC-3 coactivator recruitment by human PPARgamma. 200,000 tested, 0.26% active. AID 731. activation, % at 8 µM. biochemical PPARgamma/SRC-3 coactivator recruitment assay. P37231; in the data active = activation above about 23%;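 also: 0% = DMSO and 100% = reference agonist; some compounds past the cut are filed as inactive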
# PPARg SRC-2 ag = PPARgamma-driven SRC-2 recruitment agonism. PPARgamma LBD-SRC-2 recruitment, biochemical. P37231. activation, % at 8 µM. 200,000 tested, 0.34% active; in the data active = activation above about 22%;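 also: 0% = vehicle and 100% = reference agonist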
# TR-FRET SRC-2 ct = counter-screen for PPARgamma SRC-2 recruitment agonists: TR-FRET artefact. active compounds read high. TR-FRET ratio at 8 µM. 200,000 tested, 0.4% active. AID 1049; in the data active = TR-FRET ratio above about 2000; also: inactives centre near 1500; reference of the scale not given here
# PPARg SRC1 recr = promotes SRC-1 coactivator recruitment by human PPARgamma | P37231 | 200,000 tested, 0.41% active | PPARgamma-SRC-1 coactivator recruitment biochemical assay | activation, % at 8 µM; in the data active = activation above about 19%;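 also: 0% = DMSO and 100% = reference agonist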
# DTT redox prof = compounds producing H2O2 with reducing agent – biochemical, NIH compound library profiling, artefact control for MLSCN library redox annotation, primary screen | DTT-dependent redox cycling H2O2, phenol red/HRP absorbance; 100% = 100 µM peroxide control, 0% = buffer | activation, % at 10 µM | 200,000 tested, 0.03% active | AID 878;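 active = activation of at least 50% relative to the plate's high and low controls in the primary single-dose screen; inactive = activation below 50%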;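 also: compound incubated with DTT at 0.8 mM final as the reducing agent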
# Starred values were filed as active, the others as inactive; · = not tested or not shown.
SMILES,RAM inhibit,L major viab,S1P3 antag,ROMK mod,Efa HMGR inh,bIAP inh,PPARg SRC-3 ag,PPARg SRC-2 ag,TR-FRET SRC-2 ct,PPARg SRC1 recr,DTT redox prof
O=C(CSc1ncn[nH]1)Nc1nsc(-c2ccccc2)n1,-1.5,-5.7,3.4,-0.524,-5.2,2.0,-4.9,-3.7,1352,0.6,-0.3
CC1Cc2ccccc2N1C(=O)CSc1nnc(-c2ccccc2)c(-c2ccccc2)n1 (stereo not drawn),6.7,21.9,·,·,-0.6,5.4,2.4,0.3,3425*,-2.7,1.6
N#CCCSc1ccccc1NC(=O)c1ccc(S(=O)(=O)N2CCCC2)cc1,2.2,24.3,-56.7,·,0.2,10.5,-3.6,-13.3,1587,-5.0,-1.3
O=C(OCc1nc2ccccc2s1)c1ccco1,-0.4,-7.9,2.4,0.255,-4.2,17.0,-0.8,1.5,1633,-0.5,-0.7
O=C(CN(Cc1ccccc1)S(=O)(=O)c1ccc2c(c1)OCCO2)N/N=C/c1cccc(Br)c1,5.7,80.2*,7.6,-0.0462,-0.8,9.1,1.0,-8.7,1484,-6.1,1.8
COc1ccc(C(C#N)Nc2ccccc2C)cc1 (stereo not drawn),-0.1,-5.4,·,·,2.0,3.2,-2.2,3.0,1542,-3.8,2.2
CCOC(=O)N1CCN(C(=O)CNC(=O)Cc2ccc(Cl)cc2)CC1,0.2,-4.4,13.8,1.25,0.6,4.9,-3.2,2.0,1434,-5.5,0.7
CCc1ccc(/C=N/NC(=O)c2cc(-c3ccccc3OC)nc3ccccc23)s1,1.9,49.5,·,0.528,-5.3,4.7,-5.9,-2.6,1514,0.9,0.1
Cn1cnnc1-c1cccc(NS(=O)(=O)c2ccc(N3CCCC3=O)cc2)c1,-0.1,-4.0,-11.2,·,-5.5,29.8,-5.7,11.7,1438,-0.6,2.6
O=C(CSc1nc(O)c(C2CCCCC2)c(=O)[nH]1)NCC1CCCO1 (stereo not drawn),2.5,-8.5,-21.3,0.157,-3.8,·,-4.0,9.0,1470,-3.3,2.3
CCOc1ccc(C(=O)NCC2CCCO2)cc1 (stereo not drawn),0.7,-1.6,4.8,0.157,-4.4,4.9,5.9,6.9,1479,5.4,0.8
Cc1cccc(N(CC(=O)NCc2ccc(F)cc2)C(=O)c2csnn2)c1C,0.1,-0.5,-16.2,-0.271,-2.5,3.9,-2.5,0.7,1522,6.4,1.2
COc1cccc(/C=N/NC(=O)CNC(=O)c2ccc(S(=O)(=O)N3CCCC3)cc2)c1OC,4.8,7.4,-12.8,-0.518,4.8,-25.8,0.4,1.0,1587,1.7,0.0
O=C(c1ccco1)c1coc2c1cc(O)c1ccccc12,4.9,-9.2,-2.6,0.204,-2.0,5.7,-5.0,-1.9,1419,-0.6,-1.1
CC(=O)Nc1cccc(NC(=O)Nc2ccc(F)cc2F)c1,2.6,5.6,-8.1,-0.706,-1.5,-10.1,-4.2,-10.9,1485,-1.3,1.6
Cc1nnc(NC(=O)CSc2nnc(CCc3nc4ccccc4[nH]3)n2C)s1,0.5,-3.0,-22.2,·,-4.5,-43.0,0.8,0.3,1671,4.8,1.2
CCNC(=O)CC1C(=O)N(c2ccc(OC)cc2)C(=O)N1Cc1ccc(OC)cc1 (stereo not drawn),3.5,-3.8,·,·,-1.8,4.7,4.4,7.1,1591,8.8,0.3
CCOc1ccccc1N(CC(=O)Nc1c(C)n(C)n(-c2ccccc2)c1=O)S(=O)(=O)c1ccccc1,2.2,-3.5,-14.8,-0.375,-9.0,-2.8,0.2,-0.2,1476,2.0,6.8
O=C(CN1CCN(C(=O)c2ccccc2F)CC1)Nc1ccc(Br)cc1,2.1,-3.5,-1.6,0.213,-0.9,-3.0,-2.0,-2.8,1530,5.5,0.1
C/C=C/c1ccc(OCC(O)CN2CCCCCCC2)c(OC)c1 (stereo not drawn),-0.3,0.0,-0.7,0.285,-0.7,7.0,-4.8,-6.7,1496,1.7,11.1

# Compound profiles, from the list above:
# O=C(CN(Cc1ccccc1)S(=O)(=O)c1ccc2c(c1)OCCO2)N/N=C/c1cccc(Br)c1 reads RAM inhibit = 5.7; L major viab = 80.2*; S1P3 antag = 7.6; ROMK mod = -0.0462; Efa HMGR inh = -0.8; bIAP inh = 9.1; PPARg SRC-3 ag = 1.0; PPARg SRC-2 ag = -8.7; TR-FRET SRC-2 ct = 1484; PPARg SRC1 recr = -6.1; DTT redox prof = 1.8
# Cn1cnnc1-c1cccc(NS(=O)(=O)c2ccc(N3CCCC3=O)cc2)c1 reads RAM inhibit = -0.1; L major viab = -4.0; S1P3 antag = -11.2; ROMK mod = ·; Efa HMGR inh = -5.5; bIAP inh = 29.8; PPARg SRC-3 ag = -5.7; PPARg SRC-2 ag = 11.7; TR-FRET SRC-2 ct = 1438; PPARg SRC1 recr = -0.6; DTT redox prof = 2.6

# Returning to the listing; the three compounds before the break are reprinted first.
SMILES,RAM inhibit,L major viab,S1P3 antag,ROMK mod,Efa HMGR inh,bIAP inh,PPARg SRC-3 ag,PPARg SRC-2 ag,TR-FRET SRC-2 ct,PPARg SRC1 recr,DTT redox prof
CCOc1ccccc1N(CC(=O)Nc1c(C)n(C)n(-c2ccccc2)c1=O)S(=O)(=O)c1ccccc1,2.2,-3.5,-14.8,-0.375,-9.0,-2.8,0.2,-0.2,1476,2.0,6.8
O=C(CN1CCN(C(=O)c2ccccc2F)CC1)Nc1ccc(Br)cc1,2.1,-3.5,-1.6,0.213,-0.9,-3.0,-2.0,-2.8,1530,5.5,0.1
C/C=C/c1ccc(OCC(O)CN2CCCCCCC2)c(OC)c1 (stereo not drawn),-0.3,0.0,-0.7,0.285,-0.7,7.0,-4.8,-6.7,1496,1.7,11.1
COc1cccc2sc(Nc3nc4ccc(NC(C)=O)cc4s3)nc12,3.2,85.4*,-5.7,0.911,-8.3,10.5,4.1,6.9,1659,4.8,-0.2
CC(=O)Oc1ccc(/C=C2\N=C(C3CCCCC3)OC2=O)cc1,2.1,-4.5,-5.2,0.445,-7.6,9.7,1.0,0.4,1586,4.1,-0.2
CCN1CCc2nc3ccccc3c(C(=O)Nc3ccc(C#N)cc3)c2C1,1.7,1.8,-16.8,-0.127,4.0,-6.9,-3.1,3.4,1570,0.9,-1.8
CCCOc1ccc(Br)cc1CSC(=N)N,0.8,23.4,5.0,·,-0.2,5.1,2.2,2.3,1527,3.1,0.7
Cc1cccc(-n2ncc3c(NCCc4ccc(S(N)(=O)=O)cc4)ncnc32)c1,1.9,21.4,-0.9,·,-7.2,-11.5,1.2,6.9,1692,0.2,-0.8
COc1cc(C(=O)NCc2nnc(SCC(=O)Nc3nc4ccc(C)cc4s3)o2)cc(OC)c1OC,2.7,-4.1,0.5,·,-5.9,7.9,3.7,-6.7,1414,4.6,0.0
O=C(CCC(=O)c1ccc(F)cc1)Nc1cccc(S(=O)(=O)Nc2cccc(Cl)c2)c1,2.9,69.2*,1.7,0.33,1.0,-10.6,0.0,0.6,1720,-0.8,0.2
Cc1ccc([N+](=O)[O-])cc1S(=O)(=O)N(C(=O)c1ccncc1)c1ccc2oc3c(c2c1)CCCC3,2.9,4.7,0.1,-0.0125,4.1,24.4,2.1,-9.8,1524,0.3,-0.2
CCOC(=O)c1c(N)sc2c(O)c(Br)ccc12,-0.3,-6.3,26.9,1.39,-1.1,-4.1,-5.8,-7.3,1590,-4.3,0.1
O=C1c2cccc3c([N+](=O)[O-])ccc(c23)C(=O)N1c1nccs1,3.0,64.2*,·,-0.00492,-3.5,11.2,-10.3,-3.9,1508,-3.6,-0.5
CCOC(=O)CNc1c(-c2ccc(F)cc2)nc2cnccn12,1.9,-6.5,·,-0.166,-3.8,-7.9,4.0,-0.1,1699,4.9,-0.9
Cc1ccc(S(=O)(=O)c2nnn3c2nc(N2CCCCC2)c2ccccc23)cc1,5.5,61.8*,4.6,·,3.6,1.5,-0.7,0.6,1700,2.5,0.4
Cc1cc(Nc2nc3c(c(=O)n(C)c(=O)n3C)n2C)n(-c2ccc(Cl)cc2)n1,0.9,27.5,·,0.458,0.0,-8.2,-0.6,2.8,1351,-0.7,-1.4
CNc1nc(-c2ccccc2)nnc1C(F)(F)F,0.2,0.6,·,·,-4.4,6.8,10.9,7.0,1675,2.8,-7.6
COC(=O)c1ccc(NC(=S)NCC2CC2)cc1,0.1,-3.4,5.4,-0.0814,7.7,1.4,1.2,2.5,1705,-5.9,-0.8
c1ccc(N2CCN(c3nc4ccccc4n4nnnc34)CC2)cc1,4.0,-10.9,-27.0,·,0.8,15.4,3.2,10.2,1688,6.9,5.7
Cc1ccc(NC(=O)C2C3C=CC4(CN(Cc5cccnc5)C(=O)C24)O3)cc1 (stereo not drawn),0.9,-8.5,-19.7,·,1.3,15.7,1.1,-1.4,1577,8.9,-1.7
O=C(NNS(=O)(=O)c1ccccc1)C1CCN(S(=O)(=O)c2ccc(Cl)cc2)CC1,0.8,-3.9,·,·,-0.8,17.6,3.1,-5.8,1700,-0.4,1.3
O=C(CNc1cc(S(=O)(=O)N2CCCC2)ccc1OCC(F)(F)F)Nc1cccc(C(F)(F)F)c1,3.1,95.1*,8.2,·,-5.4,6.3,2.1,-1.1,1602,-10.8,0.4
Cn1cnnc1Sc1cc(N2CCN(S(=O)(=O)c3ccccc3)CC2)ccc1[N+](=O)[O-],1.1,4.2,-5.0,0.495,0.4,-11.9,1.0,4.5,1717,7.1,-0.5
Cc1c(C(=O)O)cccc1-n1c(C)cc(/C=N/NC(=O)c2cc3ccccc3o2)c1C,1.2,56.3*,0.3,0.59,-9.7,2.4,6.0,1.0,1736,9.1,-0.3
CNc1nc(-c2ccccc2)nc(-c2ccc(OC)cc2)c1C#N,4.8,1.8,-7.5,-0.778,12.7*,5.4,1.5,6.5,1405,-2.8,-1.1
Cn1c(SCC(=O)c2ccc3c(c2)OCO3)nnc1C1COc2ccccc2O1 (stereo not drawn),0.2,6.9,12.1,-0.372,-1.3,2.2,4.9,0.8,1578,14.8,0.3
O=C(OCc1nnc(-c2ccccc2)o1)c1cc([N+](=O)[O-])ccc1Cl,5.9,-1.8,-17.6,-0.304,4.6,-8.1,-3.4,-8.7,1384,-3.4,-1.6
CCc1ccc(N2CC(C(=O)Nc3nccs3)CC2=O)cc1 (stereo not drawn),0.5,12.7,-41.3,-0.264,-0.2,2.8,3.6,0.6,1591,6.0,1.1
O=C1c2ccccc2C(=O)C1c1ccnc2ccccc12,0.6,4.6,·,·,-4.6,6.5,-9.2,0.1,1530,4.5,0.9
COc1ccc(-c2ccc3c(N)c(C(=O)c4ccc(OC)c(OC)c4)sc3n2)cc1,3.6,-1.8,·,-0.219,3.5,22.9,12.8,2.2,1542,4.6,4.6
O=C(N/N=C/c1cccs1)c1cccc(S(=O)(=O)Nc2ccc(Cl)cc2)c1,6.1,5.7,2.5,0.364,0.1,-21.5,5.9,8.9,1441,3.6,-0.6
COc1cc(/C=N/Nc2nc(Nc3ccccc3)nc(N3CCOCC3)n2)ccc1OC(=O)c1ccco1,4.5,22.2,-9.7,0.723,-4.4,-8.6,1.9,-4.6,1643,-0.5,0.4
